Source: PubChem BioAssay
RBX1-CUL1 inh – inhibitors of human ROC1-CUL1 ubiquitin ligase activity; AID 1347404, 2020; in vitro K48 di-Ub FRET, acceptor:donor ratio, 45 min; E3 ubiquitin-protein ligase RBX1 (Homo sapiens) + Cullin-1 (Homo sapiens), P62877+Q13616; inhibition, % at 10 µM; hit rate 0.6% among 140,000; in the data active means inhibition above about 25%
Target sequence (P62877 whole entry, looked up): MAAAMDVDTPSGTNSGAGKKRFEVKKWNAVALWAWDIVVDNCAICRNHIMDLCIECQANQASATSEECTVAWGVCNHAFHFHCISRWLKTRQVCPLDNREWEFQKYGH
Target sequence (Q13616 whole entry, looked up): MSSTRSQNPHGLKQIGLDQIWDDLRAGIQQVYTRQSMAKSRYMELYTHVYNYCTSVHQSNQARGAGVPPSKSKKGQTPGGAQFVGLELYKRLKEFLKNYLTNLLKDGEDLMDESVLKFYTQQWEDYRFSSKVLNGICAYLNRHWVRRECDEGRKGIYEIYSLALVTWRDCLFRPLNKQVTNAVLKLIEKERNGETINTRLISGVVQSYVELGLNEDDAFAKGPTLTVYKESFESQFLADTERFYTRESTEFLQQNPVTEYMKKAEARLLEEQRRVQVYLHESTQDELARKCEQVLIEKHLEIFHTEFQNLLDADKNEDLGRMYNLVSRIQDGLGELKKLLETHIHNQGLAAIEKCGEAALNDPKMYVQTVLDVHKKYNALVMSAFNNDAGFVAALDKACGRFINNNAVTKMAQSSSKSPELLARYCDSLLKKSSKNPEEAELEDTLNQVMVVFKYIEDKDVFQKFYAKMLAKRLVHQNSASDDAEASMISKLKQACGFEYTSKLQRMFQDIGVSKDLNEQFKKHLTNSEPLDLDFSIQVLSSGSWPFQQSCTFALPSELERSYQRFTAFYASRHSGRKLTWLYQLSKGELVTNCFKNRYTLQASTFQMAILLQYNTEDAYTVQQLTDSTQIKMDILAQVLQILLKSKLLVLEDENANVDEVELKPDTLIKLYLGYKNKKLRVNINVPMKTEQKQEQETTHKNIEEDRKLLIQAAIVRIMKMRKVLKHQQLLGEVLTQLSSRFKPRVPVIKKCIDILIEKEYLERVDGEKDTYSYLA
* marks the source's active call; other numbers are inactive results. Not all compounds are listed; count on the stated rates, not on these rows.

RBX1-CUL1 inh,Compound
4,Nc1nc(=Nc2ccc(Br)cc2)nc(N)n1C(=O)c1ccccc1
4,COc1ccc(OC2CCN(C(C)=O)CC2)c(C(=O)NCC(C)(C)CN(C)C)c1
15,CCCN1N=C(C)Cn2c1nc1c2c(=O)n(C)c(=O)n1C
-2,CCc1ccccc1NC(=O)CN1CCCCCC1
-8,O=C(Nc1ccc(C(=O)OCc2cc(=O)n3nc(C4CC4)sc3n2)cc1)c1ccccc1
14,Cn1cnnc1SCC(=O)Nc1cc(F)ccc1F
1,CCOC(=O)c1c(NC(=O)CSc2cn(CCNC(=O)c3ccc(OC)cc3)c3ccccc23)sc2c1CCCC2
9,N=c1c(-c2nc3ccccc3[nH]2)cc(C(=O)c2cccs2)nn1-c1ccccc1
0,Cc1ccc(C)c(NC(=O)c2ccco2)c1
8,Cc1cccc(Oc2c(C(F)(F)F)oc3cc(OC(=O)c4ccco4)ccc3c2=O)c1
8,CC1CCc2c(sc(NC(=O)c3cc([N+](=O)[O-])ccc3Cl)c2C(=O)Nc2cccc3ccccc23)C1 (stereo not given)
-4,CC1=CCC(C(=O)NN2C(=O)c3ccccc3C2=O)C(c2ccccc2)C1 (stereo not given)
-12,COc1ccccc1Oc1ncccc1CNC(=O)c1sc(C)nc1C
5,N#Cc1c(-n2ncnc2-c2ccc(Br)cc2)sc2c1CCCCC2
-9,COc1ccc(Cl)cc1-c1n[nH]c(=S)n1-c1ccc(C)cc1
5,CCc1ccc(-n2c(C)cn3c4c(=O)[nH]c(=O)n(C)c4nc23)cc1
-7,O=C1C=C(c2ccccc2)N=C2C1C(=O)N(c1ccccc1)C(=O)N2c1ccccc1 (stereo not given)
11,CCn1c(Cc2ccc(OC)cc2)nnc1SCC(=O)Nc1ccc(Cl)c(C(=O)OC)c1
2,O=C(CSc1n[nH]c(-c2ccccc2)n1)N1CCN(c2ccccc2F)CC1
8,COc1ccc(S(=O)(=O)Nc2ccccc2C)cc1C

By substructure: the entries above containing bromine
RBX1-CUL1 inh,Compound
4,Nc1nc(=Nc2ccc(Br)cc2)nc(N)n1C(=O)c1ccccc1
5,N#Cc1c(-n2ncnc2-c2ccc(Br)cc2)sc2c1CCCCC2

Carrying on.
RBX1-CUL1 inh,Compound
2,COc1ccc(S(=O)(=O)NCCCNS(=O)(=O)c2ccc(OC)cc2)cc1
-1,C(=N\Nc1nnnn1-c1cccc2ccccc12)/c1ccc2c(c1)OCO2
7,Cc1ccc(Cl)cc1N1C(=O)CC(N2CCN(c3ccc(F)cc3)CC2)=NC1=O
-7,CCC1CCc2c(n(C)c3ccccc3c2=O)O1 (stereo not given)
6,Cc1cc2c(c(=O)o1)C(c1ccc(Cl)cc1)C(C#N)C(=N)O2 (stereo not given)
-2,Cn1c(=O)c2c(ncn2CC(=N)N2CCCCC2)n(C)c1=O
1,CCOCCCN(Cc1ccco1)C(=O)c1cc2c(s1)-c1c(C)cccc1OC2
-7,O=C(O)c1cc(Cl)c(Cl)cc1C(=O)Nc1cc(Cl)ccc1Cl
-5,Cc1cc(C(=O)C(=O)Nc2nncs2)c(C)n1-c1ccc(Cl)cc1
-3,CCOc1cc(CNCCSc2nnnn2C)ccc1OCc1ccc(Cl)cc1Cl
6,Cc1ccccc1Oc1ccc(N2C(=O)c3ccc4c5c(ccc(c35)C2=O)CC4)cc1
0,O=C(COC(=O)c1ccc(S(=O)(=O)NCC2CCCO2)cc1)c1ccccc1 (stereo not given)
-8,COc1ccc(-c2nnc(SCC(=O)Oc3cc(C)ccc3C)o2)cc1
-1,Cc1cc(N)c(-n2cc3c(c2-c2ccc(Br)cc2)c(=O)n(C)c(=O)n3C)cc1C
9,Cc1nc(N2CCCC2C(=O)O)c2oc3ccccc3c2n1 (stereo not given)
-10,CN(C)S(=O)(=O)N1CCC(C(=O)NC2CCCCCCC2)CC1
7,CN(Cc1ccccc1C(F)(F)F)C(=O)CCC1(Cc2cccc3ccccc23)CCC(=O)N1 (stereo not given)
-1,COc1ccc(Nc2cc(C)nc(Nc3ccc(OC)cc3)n2)cc1
-2,C=C1c2cc(C)c(C)cc2NC(=O)N1c1ccc(Cl)cc1
4,CCOc1ccc2nc(N3C(=O)C(=O)C(C(=O)c4cccs4)C3c3ccccc3OC)sc2c1 (stereo not given)

Part of the list above in order of molecular weight, largest number first.
RBX1-CUL1 inh,Compound
1,CCOCCCN(Cc1ccco1)C(=O)c1cc2c(s1)-c1c(C)cccc1OC2
-8,COc1ccc(-c2nnc(SCC(=O)Oc3cc(C)ccc3C)o2)cc1
-7,CCC1CCc2c(n(C)c3ccccc3c2=O)O1 (stereo not given)

Next section.
RBX1-CUL1 inh,Compound
-1,CCCCc1cc(=O)oc2cc(C)c3c(C)coc3c12
-3,CCCCNC(=O)[C@H]1C[C@@](C)(C(=O)OC)N(C)[C@H]1c1ccccc1Cl
-3,COc1ccc(CC2(CCC(=O)N(C)CCc3cnn(C)c3)CCC(=O)N2)c2ccccc12 (stereo not given)
-8,COc1cc(C(CC(=O)NCCC(C)C)N2Cc3ccccc3C2=O)cc(OC)c1OC (stereo not given)
7,Cc1ccc(C)c(N2CCN(C(=O)CCS(=O)(=O)c3ccc4c(c3)CC(=O)N4C)CC2)c1
1,O=C(NC1CCCCCCC1)C1CCN(C(=O)c2ccc(Cl)cc2)CC1
-1,CCc1nccn1[C@@H]1c2ccccc2C2(CCNCC2)[C@H]1O
0,COc1cc(NC(=O)COc2cccc(Cl)c2)cc(OC)c1OC
4,CCOCCOc1ccc(C(=O)N2CCc3ccccc32)cc1
3,O=C(Cn1c(=O)c2cccn2c2cccnc21)NCc1ccccc1F
3,CC1=C(C(=O)N2CCOc3ccc(C(O)C(c4ccccc4)c4ccccc4)cc3C2)OCCO1 (stereo not given)
0,c1ccc2c(c1)CC(NCc1cccc3c1OCO3)CO2 (stereo not given)
7,O=C(Cn1cnc2ccccc2c1=O)c1ccc(Cl)cc1
-2,Cn1cc(-c2nnnn2-c2ccc(Cl)cc2)c(=O)c2ccccc21
-1,c1ccc(-c2nc3c(c(N4CCN(Cc5ccncc5)CC4)n2)CCC3)cc1
-1,COc1ccc2ccc(OC)c(/C=C3\SC(=O)N(Cc4ccc(F)cc4)C3=O)c2c1
2,CC(=O)NCCCc1nc2ccc(N)cc2[nH]1
4,Cc1ccc(C(=O)N2CCC(C3(c4ccccn4)NC(=O)N(CCc4cccs4)C3=O)CC2)cc1 (stereo not given)
-5,Cc1ccc2oc(C(=O)Nc3cccc(Cl)c3)cc(=O)c2c1
11,O=C(c1ccc2oc(CCc3ccccc3)nc2c1)N1CCN2CCCC2C1 (stereo not given)

Structures from the list above with two or more sulfur atoms (3):
RBX1-CUL1 inh,Compound
1,CCOC(=O)c1c(NC(=O)CSc2cn(CCNC(=O)c3ccc(OC)cc3)c3ccccc23)sc2c1CCCC2
2,COc1ccc(S(=O)(=O)NCCCNS(=O)(=O)c2ccc(OC)cc2)cc1
4,CCOc1ccc2nc(N3C(=O)C(=O)C(C(=O)c4cccs4)C3c3ccccc3OC)sc2c1 (stereo not given)

Entries from the list above that contain a furan ring, fused or not:
RBX1-CUL1 inh,Compound
0,Cc1ccc(C)c(NC(=O)c2ccco2)c1
8,Cc1cccc(Oc2c(C(F)(F)F)oc3cc(OC(=O)c4ccco4)ccc3c2=O)c1
1,CCOCCCN(Cc1ccco1)C(=O)c1cc2c(s1)-c1c(C)cccc1OC2
9,Cc1nc(N2CCCC2C(=O)O)c2oc3ccccc3c2n1 (stereo not given)
-1,CCCCc1cc(=O)oc2cc(C)c3c(C)coc3c12

Next section.
RBX1-CUL1 inh,Compound
13,COC(=O)CNC(c1cc(Br)ccc1N)c1ccccc1Cl (stereo not given)
-12,CCOC(=O)c1cccc(NC(=O)CCCn2c(C)c3cnn(-c4ccccc4)c(=O)c3c2C)c1
5,CCOCCCNC(=O)NC(CCC(C)C)c1c(-n2cccc2)sc2c1CCN(C)C2 (stereo not given)
2,C#CCOc1c(Br)cc(C2NC(=S)N=C(c3ccccc3)C2C(C)=O)cc1OCC (stereo not given)
-10,COc1ccc(N2C(=O)C(Cc3c(C)[nH]c4ccccc34)=NC2=S)cc1
1,Cc1ccc2nc(SCc3nc4c(cnn4-c4ccccc4)c(=O)[nH]3)[nH]c2c1
2,Cc1ccc(Nc2nc3c(S(=O)(=O)c4ccccc4)nnn3c3ccsc23)c(C)c1
-11,Nc1nonc1NC(=O)NN=C1CCCCC1
-2,CN(C)c1ccc(C=Nc2ccccc2C(N)=O)cc1
3,CC(C)(CCC(=O)O)C(=O)Nc1ccccc1
-13,COc1cc(C2c3c(-c4ccccc4O)n[nH]c3C(=O)N2Cc2ccncc2)ccc1O (stereo not given)
-1,Cc1ccccc1-c1nc(CN2CCCC(C(=O)NCc3ccc(Cl)cc3)C2)c(C)o1 (stereo not given)
0,C=CCCC(=O)N1CCCC(CNC(=O)c2ccccc2Cl)C1 (stereo not given)
-1,Cc1ccccc1C1(CC(=O)N2CCN(C3CCCC3)CC2)CC(=O)N(Cc2cccnc2)C1=O (stereo not given)
10,CCC(Sc1nc2ccccc2n1CC)C(=O)O (stereo not given)
2,O=C(CN1Cc2ccccc2OC(c2ccccc2F)C1)NCCCn1nnc2ccccc21 (stereo not given)
5,Cc1ccc2nc(/C(C#N)=C\c3ccc(-c4ccccc4Br)o3)[nH]c2c1
2,N#Cc1ccc(C(=O)OC2CSC2)cc1
6,O=C(Nc1ncccn1)c1cc(Br)ccc1Br
-6,Cc1ccnc(NS(=O)(=O)c2cc(-c3cc(C)no3)ccc2C)c1
0,O=C(c1ccc2c(c1)OCCO2)N1CCN(c2ccccc2F)CC1
7,O=C(CC1Sc2ccc(C(F)(F)F)cc2NC1=O)Nc1ccc(F)cc1 (stereo not given)
5,Cc1cccnc1CN1CCN(C(=O)C2CCN(c3nc(C)c4cc(C(C)C)ccc4n3)CC2)CC1
0,COc1ccc(CNC(=O)C2CCN(C(=O)c3ccccc3F)CC2)cc1
-3,CCC(C)Oc1cccc(NC(=O)c2ccco2)c1 (stereo not given)
5,COc1ccc(C(=O)NCCn2cc(SCc3cc(C)ccc3C)c3ccccc32)cc1
-3,Cc1ccc(Nc2nc(C)c(NC(=O)c3ccc(C)cc3)c(Nc3ccc(C)cc3)n2)cc1
10,Clc1ccc(CNC2C3CC4CC(C3)CC2C4)c(Cl)c1 (stereo not given)
10,CC1=Nc2nc(-c3ccc(O)cc3)nn2C(c2ccccc2)C1C(=O)Nc1cccnc1 (stereo not given)
0,CCOc1ccccc1NC(=O)Cn1cc(C(=O)c2cccc(OC)c2)c(=O)c2ccc(C)nc21
5,CCOc1ccc(Nc2oc(-c3ccc(COc4ccc(C)cc4)o3)nc2C#N)cc1
-10,Cc1ccc(S(=O)Cc2ccc(C(=O)NC3CCCCCC3)o2)cc1 (stereo not given)
-10,O=C(/C=C\c1ccnc2ccccc12)NCc1ccc(Cl)cc1
-7,COc1ccc(CC2(CCC(=O)NCC3OCCc4ccccc43)CCC(=O)N2)c(F)c1 (stereo not given)
-4,Cc1ccc(C(=O)Oc2cccc3ccccc23)cc1C
-11,O=C(COC(=O)c1ccccc1Cl)Nc1cc(Cl)cc(Cl)c1
5,O=c1c2c3c(oc2nc(CSC(=S)c2ccccc2)n1C1CCCCC1)CCC3
8,Cc1cc(C(=O)N2CCN(c3cccc(C)c3C)CC2)c(C)o1
6,O=C(Nc1ccccc1O)c1csnn1
-7,Cc1cc(C)n(CC(=O)c2ccccc2)n1
2,CC(C)OCC(O)CN1CCNCC1 (stereo not given)
4,O=C(c1cccs1)N1CCN(S(=O)(=O)c2ccc(Cl)s2)CC1
-1,COc1cc(Cl)c(C)cc1Nc1nc2ccccc2nc1NS(=O)(=O)c1ccccc1
2,CC(=O)C1CCCN(C(=O)Cn2c3c(n(C(C)C)c2=O)CNCC3)C1 (stereo not given)
-6,COc1ccc(NCc2cc3cc4c(cc3n(CC(=O)Nc3ccc(C)cc3)c2=O)OCO4)cc1
-1,CCCCNC(=O)Cn1c(=O)cc(C)c2c(C)nn(-c3ccc(CC)cc3)c21
-3,CC1CCN(Cc2c(O)ccc3c(=O)c(Oc4ccccc4Cl)c(C(F)(F)F)oc23)CC1
-6,CCOC(=O)C1(Cc2cccc(OC)c2)CCCN(C(=O)C(=O)c2ccccc2)C1 (stereo not given)
-12,Cc1cccc(C(=O)Nc2cc3c(cc2N2CCCCC2)n(C)c(=O)n3C)c1
-7,COc1cc(CN(C(=O)c2ccc(Cl)cc2)C2CCS(=O)(=O)C2)cc(OC)c1OC (stereo not given)
1,CC(=O)CC1(O)C(=O)N(CN2CCOCC2)c2ccccc21 (stereo not given)
10,CCOC(=O)C(NC(=O)c1ccc(F)cc1)(Nc1nnc(C)s1)C(F)(F)F (stereo not given)
-2,COc1ccccc1N1CCN(C(=O)c2cn(C)c3ccc(S(=O)(=O)N4CCOCC4)cc3c2=O)CC1
-2,CC(C)Cn1c(CN2CCc3ccccc3C2)cnc1S(=O)(=O)CC1CCCO1 (stereo not given)
7,CCc1sc(NC(=O)c2ccccc2OC)nc1-c1ccc(OC)cc1
-3,COc1ccc(NC(=O)c2c(C)oc3ccc(O)c(CN4CCC(C)CC4)c23)cc1
0,COC(=O)c1ccc(OCc2c(C)noc2C)cc1
5,CCOc1cc(CNCc2ccccc2Cl)ccc1OCC(=O)NC(C)(C)C
7,CCCn1c(=O)c2c(nc3oc(C)c(C)n32)n(C)c1=O
-1,Cc1c(Cl)cccc1N1CC(c2nc3ccccc3n2Cc2ccccc2F)CC1=O (stereo not given)
